# Source: PubChem BioAssay
# SRC1 inh: inhibits human SRC1 coactivator | Q15788 | HEK293 GAL4-SRC1 luciferase reporter, luminescence | inhibition, % at 3.6 µM | hit rate 0.12% among 360,000;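 active means inhibition above the campaign mean plus 3 SD, with each screening campaign given its own cutoff, cut at about 60% in these data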;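 further: 0% = DMSO treated cells and 100% = gossypol at 36 µM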
# NCOA3 inh: inhibitors of human steroid receptor coactivator 3 (SRC3). Q9Y6Q9. HEK293 GAL4-SRC3 luciferase reporter, luminescence. inhibition, % at 3.6 µM. hit rate 0.17% among 360,000. AID 588352;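 active means inhibition above a per-campaign cutoff, the mean of all compounds plus 3 SD, cut at about 60% in these data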;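 further: 0% = DMSO-treated cells and 100% = gossypol-treated cells at 36 µM; higher means less SRC3-driven luciferase light from the GAL4 reporter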
# NCOA2 inhibitor: inhibits human steroid receptor coactivator 2 | hit rate 0.17% among 370,000 | inhibition, % at 9 µM | HEK293 GAL4-SRC2 luciferase reporter, luminescence | AID 651957 | Q15596;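 active means inhibition above the mean inhibition of all tested compounds plus 3 SD, set per campaign, cut at about 52% in these data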;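 further: 0% = DMSO treated cells and 100% = cells given Gossypol at 36 µM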
# TWEAK Fn14 block: TWEAK-Fn14 signaling inhibition; TWEAK-stimulated Fn14 reporter cells, luciferase luminescence, 8 h; inhibition, % at 10 µM; hit rate 2% among 360,000; in the data active means inhibition above about 50%
# TROY NFkB inh: inhibitors of TROY-dependent NF-kB signaling | Q293 LMP1-TROYcd NF-kB luciferase reporter, 4 h | inhibition, % at 10 µM | hit rate 0.98% among 360,000;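 active means compounds whose plate-normalised and pattern-corrected inhibition of the luciferase reporter signal at the single screening dose is 50% or more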
# LRH-1 inv ag: NR5A2 inverse agonism in reporter assay; AID 602396; hit rate 0.13% among 360,000; HEK293T StAR-luciferase reporter, LRH-1 transfected, 24 h; inhibition, % at 3.6 µM;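 active means inhibition above the mean inhibition of all tested compounds plus 3 SD, cut at about 73% in these data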;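 further: 0% = DMSO wells and 100% = reporter-only cells lacking LRH-1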
# Target sequence (O00482 whole entry, looked up): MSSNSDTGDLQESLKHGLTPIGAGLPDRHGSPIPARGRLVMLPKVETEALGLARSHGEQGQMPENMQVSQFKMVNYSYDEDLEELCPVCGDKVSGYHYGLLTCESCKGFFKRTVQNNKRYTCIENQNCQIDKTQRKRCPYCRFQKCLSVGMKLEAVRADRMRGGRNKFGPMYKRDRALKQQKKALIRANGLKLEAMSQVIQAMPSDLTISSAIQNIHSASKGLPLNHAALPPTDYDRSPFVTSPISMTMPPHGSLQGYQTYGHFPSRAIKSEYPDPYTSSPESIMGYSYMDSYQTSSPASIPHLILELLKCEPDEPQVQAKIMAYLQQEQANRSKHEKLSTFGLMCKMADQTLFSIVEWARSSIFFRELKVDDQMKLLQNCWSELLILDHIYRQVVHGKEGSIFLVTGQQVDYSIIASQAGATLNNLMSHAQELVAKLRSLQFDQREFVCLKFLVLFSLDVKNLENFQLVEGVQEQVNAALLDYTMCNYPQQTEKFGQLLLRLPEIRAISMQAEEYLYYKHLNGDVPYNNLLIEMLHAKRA
# LMP1 NFkB inh: inhibitors of Epstein-Barr LMP1-induced NF-kappaB reporter; LMP1-induced NF-kappaB luciferase reporter cells, luminescence; inhibition, % at 12.5 µM; hit rate 0.69% among 350,000; in the data active means inhibition above about 41%;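 further: 0% = neutral control wells and 100% = reference inhibitor control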
# COUP-TFII inh: NR2F2 (human) inhibition, primary screen | hit rate 0.7% among 370,000 | HEK293T NGFI-A luciferase reporter, luminescence | P24468 | AID 686940 | inhibition, % at 8.6 µM;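 active means inhibition above a per-plate cutoff, mean inhibition of test wells between control levels plus 3 SD, cut at about 38% in these data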;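 further: cells cotransfected with COUP-TFII expression vector driving the NGFI-A reporter; 0% = median of COUP-TF2 test wells and 100% = reporter-only cells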
# Target sequence (P24468 whole entry, looked up): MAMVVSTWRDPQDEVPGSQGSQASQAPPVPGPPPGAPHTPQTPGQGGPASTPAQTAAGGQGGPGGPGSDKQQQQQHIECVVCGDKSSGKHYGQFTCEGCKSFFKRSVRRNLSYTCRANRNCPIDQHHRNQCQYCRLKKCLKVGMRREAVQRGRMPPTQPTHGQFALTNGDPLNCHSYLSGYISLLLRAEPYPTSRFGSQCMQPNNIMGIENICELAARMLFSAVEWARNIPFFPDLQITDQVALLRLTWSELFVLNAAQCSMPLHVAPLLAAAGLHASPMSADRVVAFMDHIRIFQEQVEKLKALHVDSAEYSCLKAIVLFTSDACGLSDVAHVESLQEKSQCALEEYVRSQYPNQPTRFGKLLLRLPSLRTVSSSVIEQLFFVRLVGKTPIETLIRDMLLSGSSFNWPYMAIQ
# TRAIL sens C8: sensitizes caspase-8 expressing cells to TRAIL; hit rate 1% among 360,000; inhibition (viability loss, TRAIL sensitization), % at 10 µM; NB7+C8 cells + TRAIL, ATPlite viability luminescence;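 active means compounds causing at least 50% loss of cell viability in the single-dose screen, relative to plate controls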
# TLR9-MyD88 block: inhibitors of human TLR9-MyD88 binding | Q9NR96+Q99836 | inhibition, % at 4.98 µM | hit rate 0.21% among 340,000 | CHO BLA complementation TLR9-MyD88, CCF4 FRET ratio;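 active means inhibition above the mean over all tested compounds plus 3 SD, cut at about 21% in these data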;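 further: 0% = DMSO only wells and 100% = clavulanate BLA inhibitor control wells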
# NOD2-RIPK2 inh: NOD2-RIPK2 protein interaction inhibition. O43353. CHO BLA complementation NOD2-RIPK2, CCF4 ratio. inhibition, % at 4.98 µM. hit rate 0.38% among 360,000. AID 624267; in the data active means inhibition above about 21%;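 further: 0% = vehicle only and 100% = reference blocker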
# Numbers without * were called inactive; / = no result given. This is a subset; count on the stated rates, not on these rows.
SMILES,SRC1 inh,NCOA3 inh,NCOA2 inhibitor,TWEAK Fn14 block,TROY NFkB inh,LRH-1 inv ag,LMP1 NFkB inh,COUP-TFII inh,TRAIL sens C8,TLR9-MyD88 block,NOD2-RIPK2 inh
C=CCn1c(SCC(=O)NC2CC2)nnc1-c1cccc(OC)c1,6,17,3,-1,-11,-4,1,-1,-9,-16,4
O=C1CC(N2CCN(C3CCc4ccccc4C3)CC2)C(=O)N1c1ccccc1 (stereo unspecified),-5,12,-10,11,-6,-1,4,-7,-7,3,-5
C=CCN(CC=C)S(=O)(=O)c1ccc(C(=O)Nc2nc3c(s2)CCc2ccccc2-3)cc1,0,25,-7,-34,4,10,-34,-4,28,8,-3
COc1ccc(CN(C)C(=O)c2ccc3c(=O)n4c(nc3c2)CCC4)c(OC)c1,6,16,-2,-7,-7,16,9,14,4,-2,-9
CCCCCCCCOC(=O)C[N+](C)(C)C/C=C(/C)Cl,-9,4,19,-7,18,-18,2,16,9,-4,-21
CS(=O)(=O)c1ccc(Cl)c(NC(=O)COC(=O)c2ncc(Cl)c(Cl)c2Cl)c1,-1,13,27,-6,9,9,-8,4,11,0,-1
COc1cc(=O)n(C)c2c(OCC(O)C(C)(C)O)cccc12 (stereo unspecified),9,8,-14,-33,-11,22,-7,-4,0,-13,-5
CCS(=O)(=O)N1CCN(C(=O)c2cccc3ccccc23)CC1,-3,-4,-16,10,-4,15,-3,-13,0,6,11
O=C(Nc1nc2c(Cl)cccc2s1)C1CC1,-4,3,-10,8,-26,-18,-9,-16,10,0,8
COC(=O)C(C)n1cnc2c(nnn2-c2cccc(Cl)c2)c1=O (stereo unspecified),4,14,-32,-6,-10,-24,-2,-17,-5,7,-7
Cc1ccc(-c2nc(N)sc2CC(=O)OCC(=O)N2C(C)CCCC2C)cc1 (stereo unspecified),-7,8,-3,8,25,4,0,14,-8,2,-4
Cc1cccc(CSc2nnnn2-c2ccccc2)c1,4,12,-16,-14,-16,5,-6,-16,-13,-5,-12
O=C(NS(=O)(=O)c1ccc(Cl)s1)c1ccccc1,-9,-24,-6,9,-2,-5,8,-9,-3,6,7
COc1ccc([C@@H]2C[C@H]3CN(Cc4ccccc4OC)C(=O)[C@]34CCCN24)cc1C,0,0,12,16,0,7,2,11,-4,8,-9
O=C(N[C@@H]1CC[C@@H](CCNS(=O)(=O)c2ccc(Cl)cc2)O[C@@H]1CO)c1cccnc1,/,/,1,/,/,13,/,13,-5,/,-4
COc1ccc(N2C(=O)CSC23CCC(C(C)(C)C)CC3)cc1 (stereo unspecified),-3,4,-5,22,4,2,8,8,-3,0,-4
CCOc1ccccc1NC(=S)N1CCN(c2ccccc2)CC1,11,-30,-14,-4,-12,-7,5,4,-3,11,5
CCOC(=O)C[n+]1c(C)ccc2c1CCC2,-14,1,-2,11,0,11,-9,9,12,-6,-1
Cc1nc(-c2noc(-c3ccccc3Cl)n2)c(C(F)(F)F)o1,-54,-29,-57,-17,-30,-17,-36,-35,9,2,0
CCOc1ccc2nc(-c3ccc(OC)c(OC)c3)cc(C(=O)O)c2c1,-18,-40,-2,-5,3,-2,-1,8,-5,1,3
C=CCCN(Cc1ccccc1)S(=O)(=O)c1ccccc1Br,10,12,1,-1,-11,19,2,5,11,0,-6
CCn1c(=O)c(C(=O)NCCN2CCCCC2)c(O)c2ccccc21,11,7,9,-27,-22,24,-17,13,28,3,-4
O=C(CN1C(=O)C2C3C=CC(C3)C2C1=O)Nc1ccc(S(=O)(=O)Nc2nccs2)cc1 (stereo unspecified),-1,20,-8,-5,0,9,5,5,-6,4,-9
CCC1(c2ccccc2)NC(=O)N(CC(=O)NNC(=O)c2ccoc2C)C1=O (stereo unspecified),-14,-13,-30,14,4,-1,-4,-3,6,-2,5
Cc1nc([N+](=O)[O-])c(Br)n1CC(=O)c1ccc(Cl)cc1,-6,9,22,46,23,14,11,-4,14,-3,15
O=c1c(-c2ccco2)nc2ccccc2n1C(c1ccccn1)c1nc2ccccc2[nH]1 (stereo unspecified),/,/,-42,/,/,7,/,-36,-12,/,-22
Cc1ccc(OCCC(=O)OCC(=O)c2c(N)n(CC(C)C)c(=O)n(C)c2=O)cc1,-9,-5,7,-17,23,-4,72*,7,8,5,-2
O=C(NC(=S)N1CCCc2ccccc21)c1ccc([N+](=O)[O-])cc1,-1,-26,-36,36,15,-42,1,-8,4,-6,-56
COc1ccc2c(Cl)c(C(=O)NN)sc2c1,-3,-18,1,-16,-17,1,18,-9,37,4,1
COc1cc(CN/C(C)=C(\C#N)C(N)=O)cc(OC)c1OC,6,14,6,22,7,22,12,9,-11,3,0
Cc1nc(N)nc(OCC(F)(F)C(F)F)c1Br,-10,-19,2,3,18,-13,-5,13,-15,-12,-2
COc1ccc(/C=C2\SC(=O)N(CCC(=O)Nc3ccccc3)C2=O)cc1OC,-6,-16,-1,-26,6,-5,-1,-2,26,-9,6
COc1ccc2[nH]c3c(C)c4cc[n+](C)cc4c(C)c3c2c1,28,11,-146,32,-28,42,0,3,4,-7,-5
CC(=O)c1ccc(NC(=O)c2cccc(NC(=O)c3ccccc3)c2)cc1,-48,-48,-29,-25,1,-15,-16,-27,35,-7,-9
COc1ccc(NC(=O)CN(C)C(=O)c2cc3c(s2)CCC3)cc1,-10,-20,/,3,4,25,1,/,8,0,-1
O=C(C1CCC(=O)N(C2CCCC2)C1)N1CCC(Oc2cccc(F)c2)CC1 (stereo unspecified),-7,1,-15,-3,-22,17,-1,7,-13,7,10

# A run of entries from the list above:
SMILES,SRC1 inh,NCOA3 inh,NCOA2 inhibitor,TWEAK Fn14 block,TROY NFkB inh,LRH-1 inv ag,LMP1 NFkB inh,COUP-TFII inh,TRAIL sens C8,TLR9-MyD88 block,NOD2-RIPK2 inh
CCn1c(=O)c(C(=O)NCCN2CCCCC2)c(O)c2ccccc21,11,7,9,-27,-22,24,-17,13,28,3,-4
O=C(CN1C(=O)C2C3C=CC(C3)C2C1=O)Nc1ccc(S(=O)(=O)Nc2nccs2)cc1 (stereo unspecified),-1,20,-8,-5,0,9,5,5,-6,4,-9
CCC1(c2ccccc2)NC(=O)N(CC(=O)NNC(=O)c2ccoc2C)C1=O (stereo unspecified),-14,-13,-30,14,4,-1,-4,-3,6,-2,5
Cc1nc([N+](=O)[O-])c(Br)n1CC(=O)c1ccc(Cl)cc1,-6,9,22,46,23,14,11,-4,14,-3,15
O=c1c(-c2ccco2)nc2ccccc2n1C(c1ccccn1)c1nc2ccccc2[nH]1 (stereo unspecified),/,/,-42,/,/,7,/,-36,-12,/,-22
Cc1ccc(OCCC(=O)OCC(=O)c2c(N)n(CC(C)C)c(=O)n(C)c2=O)cc1,-9,-5,7,-17,23,-4,72*,7,8,5,-2
O=C(NC(=S)N1CCCc2ccccc21)c1ccc([N+](=O)[O-])cc1,-1,-26,-36,36,15,-42,1,-8,4,-6,-56
COc1ccc2c(Cl)c(C(=O)NN)sc2c1,-3,-18,1,-16,-17,1,18,-9,37,4,1
COc1cc(CN/C(C)=C(\C#N)C(N)=O)cc(OC)c1OC,6,14,6,22,7,22,12,9,-11,3,0
Cc1nc(N)nc(OCC(F)(F)C(F)F)c1Br,-10,-19,2,3,18,-13,-5,13,-15,-12,-2
COc1ccc(/C=C2\SC(=O)N(CCC(=O)Nc3ccccc3)C2=O)cc1OC,-6,-16,-1,-26,6,-5,-1,-2,26,-9,6
COc1ccc2[nH]c3c(C)c4cc[n+](C)cc4c(C)c3c2c1,28,11,-146,32,-28,42,0,3,4,-7,-5
CC(=O)c1ccc(NC(=O)c2cccc(NC(=O)c3ccccc3)c2)cc1,-48,-48,-29,-25,1,-15,-16,-27,35,-7,-9
COc1ccc(NC(=O)CN(C)C(=O)c2cc3c(s2)CCC3)cc1,-10,-20,/,3,4,25,1,/,8,0,-1
O=C(C1CCC(=O)N(C2CCCC2)C1)N1CCC(Oc2cccc(F)c2)CC1 (stereo unspecified),-7,1,-15,-3,-22,17,-1,7,-13,7,10

# Continuation:
SMILES,SRC1 inh,NCOA3 inh,NCOA2 inhibitor,TWEAK Fn14 block,TROY NFkB inh,LRH-1 inv ag,LMP1 NFkB inh,COUP-TFII inh,TRAIL sens C8,TLR9-MyD88 block,NOD2-RIPK2 inh
COc1ccc(-c2sc3ccccc3c2-c2ccc(OC)cc2F)cc1,/,/,-31,7,-27,26,/,-4,10,/,-10
CCCSc1nc(C)c(-c2csc(C(C#N)=C3CCCC3)n2)cc1C#N,4,16,15,64*,-10,37,5,15,-36,-8,-12
Cc1ccc(-c2ccc(=O)n(Cc3ccc(F)cc3)n2)cc1,17,6,8,-11,-6,-4,-4,34,15,-2,0
C=CCNC(=O)O/N=C/c1csc([N+](=O)[O-])c1,-6,-4,-12,0,5,20,-17,-12,-7,/,-6
COc1ccc(NC2CCCN(Cc3cccc4cnccc34)C2)cc1 (stereo unspecified),-30,5,25,11,6,-26,-3,12,-7,3,-5
O=C(COc1ccccc1)Nc1ccc(N2CCN(C(=O)c3ccco3)CC2)cc1,9,13,1,-23,0,-2,-3,10,-12,8,-1
Cc1cc([N+](=O)[O-])nn1CC(=O)NCCCN1CCOCC1,7,1,4,12,-24,6,9,8,-14,-2,-6
COc1ccc(NC(=O)c2cc3sccc3n2Cc2ccc(F)cc2)cc1OC,-35,-31,-72,6,-20,-27,-25,-44,14,-10,5
COc1ccc(-n2c(Cn3nnc4ccccc43)n[nH]c2=S)cc1,5,15,8,-6,-13,4,0,8,8,1,-10
CN(CC(=O)NCc1ccccn1)S(=O)(=O)c1ccc2ccccc2c1,3,11,2,0,3,2,-10,2,-8,-15,-3
COCCNc1nc2c(-c3cccc(C(F)(F)F)c3)nnn2c2ccccc12,5,-18,-12,-22,-5,3,-19,2,-7,3,-5
COc1ccc(S(=O)(=O)N2CCN(c3nn(C)c(=O)n(C)c3=O)CC2)cc1,-2,14,6,9,6,-8,-5,3,16,0,-19
CCC(C)(C)c1ccc(OCCN2C(=O)NC(C)(C)C2=O)cc1,19,-1,-2,3,9,4,-6,5,1,6,-5
O=C(COC(=O)COc1ccccc1)Nc1ccc(OC(F)(F)F)cc1,-7,-15,-8,-1,3,8,-1,-1,-8,12,-1
COc1ccc(C(=O)Nc2ccc(N3CCOCC3)cc2)cc1OC,-14,-14,-11,-7,-22,-23,-25,-7,6,4,2
CCCCNC(=O)N(O)C1N(/N=C/c2ccc(N(C)C)cc2)C(=S)SC1(C)C (stereo unspecified),3,-32,-36,11,3,12,-3,12,-12,2,2
O=C1C(Cl)=C(Nc2cccc(O)c2)C(=O)N1Cc1ccccc1,-26,-3,-14,15,17,23,-2,14,4,-2,6
